# CHRM5 antagonist: human M5 muscarinic receptor antagonists, primary screen, CHO cells, Fluo-8 calcium fluorescence. Muscarinic acetylcholine receptor M5 (Homo sapiens), P08912. CHO-hM5 cells, ACh EC80. inhibition, % at 3 µM. 360,000 tested, 0.59% active. AID 624040, 2012;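 active means inhibition above a per-plate cutoff, the mean of that plate's test compounds plus 3 SD, cut at about 27% in these data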;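 further: 0% = acetylcholine EC80 with DMSO and 100% = DMSO without agonist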
# M5 ag: human M5 muscarinic receptor agonists, primary screen, CHO-K1 cells, Fluo-8 calcium fluorescence; 360,000 tested, 0.19% active; AID 624037, 2012; Muscarinic acetylcholine receptor M5 (Homo sapiens), P08912; activation, % at 3 µM; CHO-K1 hM5 cells; 0% DMSO wells, 100% maximal acetylcholine response;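 active means activation above the run's mean over test compounds plus 3 SD, cut at about 23% in these data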;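 further: signal is peak over basal fluorescence ratio across the kinetic read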
# M1 PAM parental: nonselective calcium activators in parental CHO-K1 cells, primary screen, counter-screen for M1 PAM project, cell-based, Fluo-8 calcium fluorescence, full deck, 1536-well | ATP EC20; 0% at ATP EC20, 100% at ATP max | activation, % at 3 µM | 360,000 tested, 0.02% active | AID 602247, 2012;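 active means activation above the run cutoff, the mean activation of all test compounds plus 3 SD, cut at about 40% in these data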;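 further: peak over basal fluorescence ratio in a 140 s read after ATP addition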
# CHRM5 PAM: human M5 muscarinic receptor positive allosteric modulators, primary screen, CHO-K1 cells, Fluo-8 calcium fluorescence; Muscarinic acetylcholine receptor M5 (Homo sapiens), P08912; CHO-K1 hM5, ACh EC20 PAM; 0% = ACh EC20, 100% = ACh EC100; activation, % at 3 µM; 360,000 tested, 0.3% active;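 active means activation above the run cutoff, the mean activation of all test compounds plus 3 SD, cut at about 18% in these data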
#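 Test system: CHO-K1 hM5 cells / Doses: single-point, 3 µM nominal / Times: Post-acetylcholine fluorescence recording 140 s / Technique: Fluo-8 calcium fluorescence / Measure: Max/basal fluorescence ratio as % of EC20–EC100 ACh window / Benchmarks: low control EC20 acetylcholine (0%), high control EC100 acetylcholine (100%) / Replicates: one well per compound, no replicates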
# CRFR2-BP antag: antagonists of CRF-BP/CRF-R2 complex, primary screen, cell-based, HEK293, calcium dye fluorescence, uHTS | CRF-induced calcium fluorescence | inhibition, % at 11.8 µM | 350,000 tested, 0.59% active | AID 588475, 2011;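 active means inhibition of the ligand-induced calcium signal above about 50% at the single tested concentration, limit read from the data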
# TAAR1 antag: human TAAR1 antagonists, primary screen, Fluo-8 calcium fluorescence, CHO RD-HGA16 cells. Trace amine-associated receptor 1 (Homo sapiens), Q96RJ0. antagonist. inhibition, % at 3 µM. 360,000 tested, 1.5% active;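 active means inhibition above a per-plate cutoff, the mean inhibition of test compounds on that plate plus 3 SD, cut at about 49% in these data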;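 further: 0% = DMSO plus EC80 beta-PEA response and 100% = DMSO alone without agonist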
# Target sequence (Q96RJ0 whole entry, looked up): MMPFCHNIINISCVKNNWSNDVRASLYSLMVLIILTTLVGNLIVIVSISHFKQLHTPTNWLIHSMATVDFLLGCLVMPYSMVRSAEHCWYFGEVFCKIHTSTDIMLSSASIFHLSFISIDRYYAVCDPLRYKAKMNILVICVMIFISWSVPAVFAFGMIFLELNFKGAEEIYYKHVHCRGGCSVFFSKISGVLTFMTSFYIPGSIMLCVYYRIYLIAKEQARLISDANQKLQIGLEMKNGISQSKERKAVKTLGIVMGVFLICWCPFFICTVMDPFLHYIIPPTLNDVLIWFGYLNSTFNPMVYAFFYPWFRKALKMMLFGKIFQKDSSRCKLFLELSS
#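 Test system – hTAAR1-expressing CHO RD-HGA16 cells, Gα16-coupled · Reagent – β-PEA at EC80 concentration, post-compound challenge · Compound dosing – 3 µM, single point · Timing – 140 s kinetic read after compound, 140 s after agonist · Detection – Fluo-8 intracellular calcium dye fluorescence, real-time kinetic reads · Control set – DMSO and EC80 PEA controls · Repeats – n of 1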
# TAAR1 ag: human TAAR1 agonists, primary screen, Fluo-8 calcium fluorescence, CHO RD-HGA16 cells; activation, % at 3 µM; AID 624467, 2012; vehicle wells 0%, saturating PEA agonist 100%; 360,000 tested, 0.99% active; Trace amine-associated receptor 1 (Homo sapiens), Q96RJ0;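 active means activation above the mean activation of all test compounds in the run plus 3 SD, cut at about 38% in these data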
#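 Benchmarks: low control DMSO, high control PEA (EC100); System: CHO RD-HGA16 cells carrying human TAAR1 plus Gα16; Detection: Fluo-8 fluorescence, 5 s baseline then 140 s kinetic read; Schedule: 17-24 h plating, Fluo-8 75 min 37 °C, 30 min RT; Read-out basis: % activation from peak over basal fluorescence ratio, DMSO-to-PEA scaled.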
# CHRM4 PAM: human M4 muscarinic receptor positive allosteric modulators, primary screen, CHO-K1 cells, Fluo-8 calcium fluorescence | CHO-K1 hM4/Gqi5, ACh EC20; 0% = ACh EC20, 100% = maximal ACh | 360,000 tested, 0.4% active | AID 624126, 2012 | activation, % at 3 µM;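 active means activation above its plate's cutoff, the mean activation of sample wells plus 3 SD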; further: some results filed as inactive read as strong as hits
# Target sequence (P08173 whole entry, looked up): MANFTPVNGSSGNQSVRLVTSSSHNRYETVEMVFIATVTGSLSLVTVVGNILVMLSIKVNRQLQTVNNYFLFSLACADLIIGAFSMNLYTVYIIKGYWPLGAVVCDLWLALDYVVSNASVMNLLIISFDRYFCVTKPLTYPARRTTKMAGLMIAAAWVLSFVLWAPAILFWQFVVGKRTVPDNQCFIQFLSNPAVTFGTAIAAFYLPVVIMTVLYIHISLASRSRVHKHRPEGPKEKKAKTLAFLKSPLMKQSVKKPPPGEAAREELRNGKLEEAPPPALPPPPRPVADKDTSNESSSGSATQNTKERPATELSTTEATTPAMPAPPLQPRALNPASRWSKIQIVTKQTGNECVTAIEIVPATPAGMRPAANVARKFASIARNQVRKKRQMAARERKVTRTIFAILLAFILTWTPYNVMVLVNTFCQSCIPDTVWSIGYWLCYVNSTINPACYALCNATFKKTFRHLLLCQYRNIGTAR
# CRFR2-BP ag: agonists of CRF-BP/CRF-R2 complex, primary screen, cell-based, HEK293, calcium dye fluorescence, uHTS; 350,000 tested, 0.46% active; calcium dye fluorescence (FLIPR); percent of saturating CRF peptide response; AID 588473, 2011; activation, % at 13.2 µM;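 active means activation of at least 50%, plus an integration ratio under a set limit after plate pattern correction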;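 further: plate controls were neutral control wells without compound for no effect and CRF at EC100 for full effect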
# Starred values were filed as active, the others as inactive; / = no result given.
SMILES,CHRM5 antagonist,M5 ag,M1 PAM parental,CHRM5 PAM,CRFR2-BP antag,TAAR1 antag,TAAR1 ag,CHRM4 PAM,CRFR2-BP ag
COc1ccc(CN2CCC(C(=O)c3cccc(Cl)c3)CC2)cc1,19,-8,9,-8,13,4,0,-1,0.6
O=C(Nc1ccc(OC(=O)c2ccco2)cc1)c1ccco1,-6,6,-5,2,0,2,5,7,0.0
O=c1nc2onnc2c(C=NO)[nH]1,16,1,9,-3,13,1,2,0,-2.2
COc1ccc(-c2cn3cc(C(=O)NN)ccc3n2)cc1,12,3,10,-2,4,-7,1,-2,-3.5
O=[N+]([O-])c1cc(Br)ccc1NS(=O)(=O)c1ccccc1,5,-2,-10,-11,50,18,2,1,2.2
O=C(CSc1nncs1)NCCNC(=O)CSc1nncs1,3,-1,8,5,3,-26,1,2,0.8
Cc1ccc2[nH]c(=O)c(CN(Cc3cccnc3)C(=S)NCCCN(C)C)cc2c1,9,-6,0,1,-19,-8,4,12,2.9
Cc1cc(C)cc(N2CC(C(=O)NC3CCCCC3)CC2=O)c1 (stereo not drawn),12,-4,-4,2,-8,-2,9,-4,-1.5
COc1ccc(/C=N/n2c(C)cc(C)c(C(N)=O)c2=O)cc1,8,2,-8,1,15,-5,2,-5,-1.5
O=C(NCC1CCCO1)c1cccc(S(=O)(=O)N2CCOCC2)c1 (stereo not drawn),23,-3,-21,-10,0,-33,1,-3,-0.9
CN(C)C(=O)c1cccc(-c2cnc3c(NC=O)cc(-c4cc(F)c(F)c(F)c4)cn23)c1,10,4,6,-3,/,25,29,-2,/
CCCNC(=O)C1(C)CCN(C(=O)c2cc(F)ccc2C)C1 (stereo not drawn),12,5,-8,-6,/,-12,5,-2,/
Cc1cnc([N+](=O)[O-])n1CCOC(=O)NC(=O)c1ccccc1,6,-1,10,2,-1,-4,0,9,-0.6
CCN(CC)S(=O)(=O)c1ccc(Nc2nc3ccccc3n3nnnc23)cc1,0,0,15,-10,-19,49*,10,0,3.4
COc1ccc(CCC(=O)Nc2cccc(S(=O)(=O)N3CCCC3)c2)cc1OC,2,3,3,8,-6,10,2,-2,-0.1
O=C(Nc1nncs1)c1c(F)c(F)c(F)c(F)c1F,-1,1,1,-1,15,-1,1,1,-1.2
O=C(CSc1nc2ccccc2[nH]1)N1CCN(c2ccccc2)CC1,2,-1,10,-9,2,8,7,-4,-0.8
Cc1ccc(C)c2c1N(Cc1ccccc1)C(=O)C21OCCO1,15,-5,20,-5,16,12,0,-2,-2.0
Cc1ccc(S(=O)(=O)NC[C@H]2O[C@@H](n3cnc4c(N)ncnc43)[C@H](O)[C@@H]2O)cc1,0,3,17,-2,/,4,1,3,/
O=C(COC(=O)/C=C/C(=O)N1CCN(c2ccccc2)CC1)NC(c1ccccc1)c1ccccc1,3,-9,21,4,9,0,9,8,-1.1
COc1ccc(-c2c(-c3ccccc3OC)sc3ccccc23)cc1,5,-2,15,1,3,0,2,9,4.7
COc1ccc(NC(=O)c2nnn(Cc3ccc(SC)cc3)c2N)c(OC)c1,5,14,22,-5,-20,-1,35,5,3.8
COc1ccc(Cl)cc1NC(=O)C/C(C)=N/NC(=O)c1ccccc1Cl,2,7,14,4,11,-3,0,-4,0.0
Cc1cc(=O)[nH]c(SCC(N)=O)c1C#N,-7,5,18,-2,-3,-4,5,11,0.0
C/C(=N/NC(=O)c1cc(-c2ccc(Cl)s2)[nH]n1)c1ccco1,-1,0,-1,0,-11,14,0,0,-0.8
O=C(CN1C(=O)c2cccc([N+](=O)[O-])c2C1=O)NCc1ccccc1,-2,-1,13,6,2,-6,1,-3,-2.0
Cc1ccccc1C(=O)NC(=S)N(CCO)Cc1ccccc1,9,0,0,-3,-15,-2,-1,-3,0.3
Cc1cc(C)nc(Nc2n[nH]c(-c3ccccc3Cl)n2)n1,-10,0,10,2,11,16,6,-11,-1.1
O=C1CN(C(=O)c2ccccc2Cl)c2ccccc2N1,10,3,0,1,3,-14,2,1,1.4
O=S(=O)(Nc1ccc(-n2cccc2)cc1)c1ccccc1,5,-7,12,-2,-29,1,22,2,-1.0
CC(C)(C)c1ccc(C(=O)NC(=O)COC(=O)c2ccc(Br)o2)cc1,11,0,12,-5,10,-25,-1,7,-1.9
Cc1ccc(C2C(=O)N(C3CCCC3)CC(=O)N2C2CCCCC2)cc1 (stereo not drawn),4,-6,-13,-5,-30,4,8,-7,-3.3
Nc1nnnn1CC(=O)N/N=C/c1cc([N+](=O)[O-])ccc1O,4,-1,27,-1,4,6,2,7,2.0
CCOc1ccc2[nH]c(=O)c(CN(CCN3CCCC3)C(=S)Nc3ccccc3OCC)cc2c1,7,-4,28,7,-10,-9,1,6,0.7
COc1ccc(-c2nc(N)n(C(=O)c3ccc(C)cc3)n2)cc1,-5,-2,30,-1,-10,-9,0,17,0.2
CN(C)CCCNC(=O)c1cccc(-c2ccc3nccn3c2)c1,-1,-2,6,-2,/,0,0,6,/
Cc1ccc(NC(=O)Nn2cnnc2)c(C)c1,-7,-4,1,10,4,-29,1,11,1.6
Cc1cc(C)c(S(=O)(=O)n2c([N+](=O)[O-])cnc2C)c(C)c1,4,0,19,-3,11,-14,2,5,2.5
CCN1CCN(S(=O)(=O)c2ccc(Cl)c(C(=O)N(C)Cc3ccc(F)cc3)c2)CC1,2,2,-5,3,9,-9,-1,-4,0.9
COCCN(C(=O)COC(=O)C(C)(C)Oc1ccc(Cl)cc1)c1c(N)n(Cc2ccccc2)c(=O)[nH]c1=O,-6,0,0,3,12,-4,9,4,-1.3

# The list goes on; the last 6 above are carried over.
SMILES,CHRM5 antagonist,M5 ag,M1 PAM parental,CHRM5 PAM,CRFR2-BP antag,TAAR1 antag,TAAR1 ag,CHRM4 PAM,CRFR2-BP ag
COc1ccc(-c2nc(N)n(C(=O)c3ccc(C)cc3)n2)cc1,-5,-2,30,-1,-10,-9,0,17,0.2
CN(C)CCCNC(=O)c1cccc(-c2ccc3nccn3c2)c1,-1,-2,6,-2,/,0,0,6,/
Cc1ccc(NC(=O)Nn2cnnc2)c(C)c1,-7,-4,1,10,4,-29,1,11,1.6
Cc1cc(C)c(S(=O)(=O)n2c([N+](=O)[O-])cnc2C)c(C)c1,4,0,19,-3,11,-14,2,5,2.5
CCN1CCN(S(=O)(=O)c2ccc(Cl)c(C(=O)N(C)Cc3ccc(F)cc3)c2)CC1,2,2,-5,3,9,-9,-1,-4,0.9
COCCN(C(=O)COC(=O)C(C)(C)Oc1ccc(Cl)cc1)c1c(N)n(Cc2ccccc2)c(=O)[nH]c1=O,-6,0,0,3,12,-4,9,4,-1.3
CCOCCCNC(=O)c1ccc(Br)cc1,-3,-4,18,5,8,-10,16,2,-1.1
S=c1[nH]nc(C2CCCCC2)n1/N=C/c1ccccc1,4,-3,0,-2,4,-12,-3,3,-1.4
Cc1c(N2C(=O)c3cccc4cccc(c34)C2=O)cnn1C,-2,2,-9,6,10,15,-1,-5,-2.3
Cc1ccc(NC(=O)CN(C)CC(=O)Nc2ccccc2Oc2ccccc2)cc1,-8,-3,16,6,28,-10,-1,2,-4.8
COc1ccc(NC(=O)CC2CCCCC2)cc1OC,-2,2,15,3,-12,10,-1,4,-2.4
O=C(O)C1C2CCC(O2)C1C(=O)NCc1ccc(Cl)cc1 (stereo not drawn),-3,-10,-11,0,-10,-11,2,-4,-0.5
Oc1ccc(Br)cc1/C=N/n1cnc2ccccc21,-4,1,19,0,-63,5,4,5,7.7
CO/N=C/CC(=O)Nc1ccc(F)cc1F,-4,1,21,2,-8,-33,1,-1,1.2
COc1ccccc1-c1c(C#N)c(N)nc2c1CCc1ccccc1-2,-4,-1,9,1,-50,28,15,2,6.9
COc1ccc(/C=N\NC(=O)c2cc(O)c(O)c(O)c2)cc1COc1ccc(C(=O)OCC(C)C)cc1,-1,2,1,-2,9,8,-2,-3,1.0
COc1ccc(-c2nnc(SCC(=O)NC3CCCCC3)o2)cc1OC,3,1,17,1,4,-8,1,2,-4.8
CN(C)c1cccc(C(=O)OCC(=O)Nc2ccccc2-c2ccccc2)c1,0,0,6,2,8,6,0,-6,0.9
NS(=O)(=O)c1ccc(NC(=O)COc2ncnc3c2cnn3-c2ccccc2)cc1,3,-1,23,9,35,-10,6,28,-0.2
COc1ccc(S(=O)(=O)N2CCOCC2)cc1NC(=O)Cc1sc(C)nc1-c1ccc(F)cc1,11,0,18,-2,7,-6,0,3,0.0
CCc1ccc(OCC(=O)N(Cc2cccs2)C2CCS(=O)(=O)C2)cc1 (stereo not drawn),11,5,-3,-15,-39,-21,9,-11,-2.4
O=C(O)COc1ccc(/C=C/c2nc3ccc([N+](=O)[O-])cc3s2)cc1,11,5,-16,-3,24,-3,2,-6,12
O=C(O)c1ccc(OCCCCCCOC2CCCCO2)cc1 (stereo not drawn),0,-4,8,1,-2,-17,3,-2,-1.5
CCOC(=O)CNC(=O)N1CCc2ccc(NC(=O)c3ccccc3OC)cc2C1,-4,3,-18,6,4,4,5,-3,-0.2
CSc1nc(O)c(Nc2ccccc2)c(=O)[nH]1,2,2,-10,6,8,1,5,-2,1.8
O=C(Cn1cnc2c(cnn2-c2ccc(Cl)cc2)c1=O)N1CCN(c2ccccc2)CC1,3,-3,0,5,-2,-7,-1,0,0.9
Cc1c(C(=O)NNC(=O)c2ccccc2O)oc2ccccc12,4,-1,-14,-7,-6,-15,0,5,0.2
CN1CCN(/C=N/c2sc3c(c2C#N)CCCCC3)CC1,-1,-2,18,14,17,5,21,8,-1.1
O=C(COC(=O)[C@H](Cc1ccccc1)NC(=O)c1ccco1)Nc1ccccc1,0,4,-2,-4,5,-12,6,3,11
O=C(NC(C1CC1)C1CC1)C1CCC(=O)N(CCCN2CCCC2=O)C1 (stereo not drawn),12,-5,-3,-3,-4,-15,1,0,1.3
